HEK293 NOD2/NF-kB = NOD2 signaling inhibitors, cell-based, luminescence, uHTS, HEK293 (AID 1566); HEK293 NOD2/NF-kB luciferase reporter, luminescence; higher % means a stronger effect; 290,000 compounds, 0.63% hits; inhibition, % at 4 µM, or EC50 in µM where a hit was titrated; also: many of its hits are not listed in these tables
TNAP activation fold = human TNAP enzyme activators, primary screen, biochemical, luminescent, no phosphate acceptor, uHTS (AID 1001); purified TNAP, luminescent activation assay, no phosphate acceptor; higher activation fold means a stronger effect; 200,000 compounds, 0.03% hits; Alkaline phosphatase, tissue-nonspecific isozyme (Homo sapiens); one-dose activation fold at 20 µM; EC50 in µM for titrated hits; in the data active = activation fold from about 3, or a potency from the dose series; inactive = the rest, 99 in 100 with activation fold below about 1.6; also: many of its hits are not listed in these tables
KOR beta-arrestin-1 = KOR antagonists, beta-arrestin recruitment, cell-based, luminescence, uHTS (AID 1778); KOR beta-arrestin recruitment, luminescence, antagonist mode; higher % means a stronger effect; 290,000 compounds, 0.091% hits; inhibition, % at 10 µM; hits with a dose series show IC50 in µM; Kappa-type opioid receptor (Homo sapiens); also: strong numbers were not always called active
Yfh1-off respiration = enhancers of respiration in Yfh1-depleted yeast, dose response, Friedreich's ataxia, plus single-dose screen (AID 1465). fold induction at 50 µM; hits with a dose series show EC50 in µM. S. cerevisiae Yfh1-off respiration, WST-1 reduction, 72 h; higher fold induction means a stronger effect. 220,000 compounds, 0.074% hits;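 active = fold induction of absorbance versus untreated yeast above a set limit, then at least 30% activation at any dose in follow-up; inconclusive = repeats straddling the limit, or above it without dose testing; inactive = fold induction below the set limit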;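 also: activators that raise dye reduction in frataxin-depleted yeast; strong numbers were not always called active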
NOD1 NF-kB reporter = NOD1 signaling inhibitors, primary screen, cell-based, luminescence, uHTS (AID 1578); 290,000 compounds, 1% hits; inhibition, % at 4 µM; hits with a dose series show EC50 in µM; NOD1-driven NF-kB luciferase reporter cells, luminescence; higher % means a stronger effect; in the data active = inhibition mostly above about 36%, no sharp cut-off; inactive = mostly below about 34%;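 also: HEK-293T reporter cells stimulated with the NOD1 agonist gamma-tri-DAP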
KOR beta-arrestin-2 = KOR agonists, beta-arrestin recruitment, primary screen, cell-based, luminescence, uHTS (AID 1777). KOR beta-arrestin recruitment, luminescence; higher % means a stronger effect. activation, % at 10 µM, or EC50 in µM where a hit was titrated. 280,000 compounds, 0.02% hits; in the data active = activation above about 50%, passing the limit was not always enough; also: a part of the inactive calls stands beside numbers as strong as those of hits
NTR1 ag = agonists of NTR1, primary screen, imaging, U2OS cells, beta-arrestin-GFP, high content (AID 493036) | Neurotensin receptor type 1 (Homo sapiens), P30989 | 330,000 compounds, 0.17% hits | NTR1-U2OS beta-arrestin-GFP spot imaging, agonist mode | activation, % at 20 µM;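 active = activation at or above 40% of the spot to cytoplasm intensity ratio, with at least 20 cells analyzed; inconclusive = wells under 20 cells, flagged as cytotoxic or low count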;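 also: 0% = DMSO without peptide and 100% = 100 nM NTR1 peptide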
Target sequence (P30989 whole entry, looked up): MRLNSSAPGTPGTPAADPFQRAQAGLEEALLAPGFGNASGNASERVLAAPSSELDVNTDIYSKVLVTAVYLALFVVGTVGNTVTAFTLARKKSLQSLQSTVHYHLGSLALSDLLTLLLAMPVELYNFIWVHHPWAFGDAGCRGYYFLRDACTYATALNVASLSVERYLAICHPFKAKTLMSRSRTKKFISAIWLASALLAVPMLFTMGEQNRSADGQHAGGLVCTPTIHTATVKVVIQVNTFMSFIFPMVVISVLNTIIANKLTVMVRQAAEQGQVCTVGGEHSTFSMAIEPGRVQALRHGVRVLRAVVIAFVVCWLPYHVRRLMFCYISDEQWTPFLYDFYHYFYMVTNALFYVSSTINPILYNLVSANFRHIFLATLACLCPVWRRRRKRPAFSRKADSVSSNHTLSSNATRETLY
GPR55 activation = GPR55 agonists via beta-arrestin recruitment, primary screen, imaging, U2OS cells, beta-arrestin-GFP redistribution (AID 1961). one-dose activation, % at 10 µM; EC50 in µM for titrated hits. G-protein coupled receptor 55 (Homo sapiens). U2OS GPR55 beta-arrestin-GFP redistribution imaging; higher % means a stronger effect. 290,000 compounds, 0.048% hits;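 active = activation above 40% with more than 50 cells counted in the well; inconclusive = wells holding fewer than 50 cells, flagged as toxic or sparse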;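 also: U2OS osteosarcoma cells stably expressing GPR55 and beta-arrestin-GFP; plate controls were DMSO negative control for no effect and LPI positive control for full effect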
ER stress rescue = rescue of cells from ER stress-induced death, primary screen, 384-well, CSM14.1, thapsigargin, ATP luminescence (AID 1222); CSM14.1 thapsigargin-induced death rescue, ATP luminescence; higher % means a stronger effect; cellular ATP content (survival), % at 20 µM; hits with a dose series show EC50 in µM; 190,000 tested, under 10 active;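 active = EC50 below 50 µM in the dose-response confirmation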;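 also: death triggered by thapsigargin at about 15 µM added after 2 h compound pretreatment; cell ATP read after overnight thapsigargin exposure of roughly 18 to 22 hours; normalized against plate controls of thapsigargin alone and 5% DMSO vehicle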
NTR1 ag cell count 20 µM = recorded beside NTR1 ag, whose call it bears; cell count; measured here: cell count, cytotoxicity flag
* = called active by the depositor; i = inactive; ? = inconclusive; nt = not tested or not shown; [ ] = dose if it differs, or a comment. Rule as the data show it, unless noted: active = inhibition above about 50%; inactive = the rest. Not all compounds are listed (hit frequency here may not be typical).

Values run as follows: HEK293 NOD2/NF-kB, TNAP activation fold, KOR beta-arrestin-1, Yfh1-off respiration, NOD1 NF-kB reporter, KOR beta-arrestin-2, NTR1 ag, NTR1 ag cell count 20 µM, GPR55 activation, ER stress rescue
CSCC[C@H](NC(=O)Nc1ccc(C)cc1C)C(=O)O
  8%, 1.1, -20%, i, -6%, 1.4%, 0.0, 53, -0.4%, -1.0%
COc1cccc(C(=O)Nc2ccc(NC(=O)C(C)(C)C)cn2)c1
  -66%, 1.1, -3%, i, nt, -0.1%, -5.8, 80, -0.1%, nt
CCOc1ccc(S(=O)(=O)N2CCCCC2)c(C)c1C
  20%, 1, 5%[20 µM], i, 13%, -4.6%, nt, nt, -0.1%, -2.0%
CCOCCn1c(COc2ccccc2)nc2ccccc21
  -15%, 1, -11%, i, -29%, -1.9%, 1.6, 43, -0.2%, 1.2%
COC(C[C@@H](O)[C@H](C)[C@@H](O)COCc1ccccc1)OC
  -6%, nt, -4%, i, -6%, 6.1%, -0.7, 45, -0.1%, nt
CCOc1ccc(C(=O)N(CN2CCCC2=O)c2cccc(Cl)c2)cc1
  0%, 1.2, -18%, i, -43%, -2.5%, 0.6, 51, -0.3%, nt
COC(=O)c1ccc(/C=N/NC(=O)C(=O)N2CCCCCC2)cc1
  2%, nt, 4%, nt, -2%, -1.1%, 0.7, 65, -0.1%, nt
CC1CCCN(C(=O)C2(NC(=O)Nc3cccc(F)c3)CCCCC2)C1 (stereo not drawn)
  7%, 2.5, 9%, i, -28%, -3.2%, 2.0, 61, 0.2%, -0.8%
O=C1CCC(/C=C/c2ccccc2)=NN1
  10%, 1, -1%, i, -47%, -3.7%, 0.1, 33, 0.0%, -0.1%
CC1=NN(c2ccc(Br)cc2)C(=O)/C1=C/c1ccc(-c2ccccc2C(=O)O)o1
  -8%, nt, -39%[20 µM], nt, -29%, 1.5%, 4.0, 64, 2.2%, nt
Cc1cn2c(nc1=O)OC1C(O)C(COC(=O)c3ccccc3)OC12 (stereo not drawn)
  6%, 1.1, -61%, i, 4%, -2.4%, -0.6, 34, -0.1%, -1.5%
CN(C)N1C(N)=C(C#N)C(c2ccsc2)C2=C1CCCC2=O (stereo not drawn)
  7%, 1.1, 2%, i, -10%, 1.4%, 1.5, 44, -0.2%, -0.8%
CCSc1nnc(NC(=O)C(NC(=O)c2ccc(Cl)cc2)C(C)C)s1 (stereo not drawn)
  -29%, 1, -15%, i, -37%, 0.8%, -0.1, 70, -0.1%, -0.7%
COc1ccc(-c2ccc(NS(=O)(=O)c3ccc([N+](=O)[O-])cc3)cc2)nn1
  16%, nt, -2%, nt, -22%, 4.9%, -0.3, 47, 0.2%, nt
O=C(Nc1nc(=O)c2ccccc2s1)c1ccc(F)cc1
  13%, 1.1, -4%, i, -15%, -2.8%, 0.7, 56, -0.4%, -3.2%
O=C(Cn1nnc(-c2ccccc2)n1)Nc1ccccc1N1CCOCC1
  20%, 1.1, 4%, i, -11%, -2.4%, 2.7, 73, -0.1%, -2.4%
O=C1CN(C(=O)c2ccccc2)C(c2ccccc2)c2cc(Cl)ccc2N1 (stereo not drawn)
  -4%, nt, -20%, nt, 11%, -0.5%, 0.4, 98, -0.1%, nt
O=C(Cc1ccccc1)NC1CCSc2ccccc21 (stereo not drawn)
  9%, nt, -11%, nt, -9%, 2.6%, 0.5, 76, -0.1%, nt
O=C(Cc1ccc(Cl)cc1)c1c[nH]c(C(=O)NCCCn2ccnc2)c1
  13%, 1.9, 7%, i, -26%, -1.8%, 0.7, 56, -0.3%, -0.3%
COCCn1c(SC2CCOC2=O)nc2ccccc2c1=O (stereo not drawn)
  14%, 1.1, -4%, i, -16%, -4.3%, -0.3, 44, -0.6%, -0.8%
CC(=O)Nc1ccc(NC(=O)CCCSc2nc3ccccc3s2)cc1
  18%, 1.1, -18%, i, 15%, 18%, 1.6, 63, -0.3%, 2.9%
CN(C(=O)c1cc(COc2ccc(F)cc2Cl)on1)C1CCCc2ccccc21 (stereo not drawn)
  -29%, nt, 2%, nt, -9%, 2.0%, 4.3, 54, -0.1%, nt
O=C1CCC(c2ccccc2)=NN1
  1%, 1, 15%, i, 2%, -4.8%, -0.1, 65, 0.0%, 0.6%
CCCc1nc2c(ccc3ccccc32)cc1CC
  0%, nt, 11%, nt, -7%, -2.4%, 1.6, 50, -0.1%, nt
COc1cc(NC(=S)NC(=O)CCc2ccccc2)cc(OC)c1
  19%, nt, -9%, nt, 13%, 0.5%, 6.0, 44, 0.6%, nt
CCCCCCC1CC(C)(/C(C)=N/NC(N)=O)OC1=O (stereo not drawn)
  -3%, 1.1, -17%, i, -1%, 2.8%, -1.5, 53, -0.1%, -0.8%
O=S(=O)(NCCN1CCOCC1)c1cc(Cl)ccc1Cl
  10%, nt, 9%, nt, -14%, -3.0%, 0.3, 76, -0.2%, nt
CN1CCc2c(OCC(=O)NC3CCCCC3)cccc2C1=O
  -4%, nt, 7%, nt, -40%, -0.6%, 0.6, 46, -0.2%, nt
N#C/C(=C\c1cccnc1)C(=O)NC1CCCCC1
  -12%, 1.1, -32%, i, 26%, -1.6%, 0.8, 53, 0.2%, -1.7%
CCCNC(=O)[C@H](C)NC(=O)c1ccc(Br)cc1
  24%, 1.1, -11%, i, -19%, 1.4%, 3.2, 32, -0.3%, -0.4%
CN(CC(=O)Nc1ncn[nH]1)S(=O)(=O)c1ccc(Cl)cc1
  -10%, nt, 5%, nt, -30%, -0.3%, -0.6, 42, 0.9%, nt
CC(O)CNCCCCOc1ccc(OCc2ccccc2)cc1 (stereo not drawn)
  -48%, 1.1, -29%[20 µM], i, -38%, -2.4%, 0.7, 52, -0.1%, -1.8%
CCOC(=O)c1nnn(CC(=O)NC(=O)Nc2cccc(CC)c2)c1C(=O)OCC
  11%, 1.1, 7%, i, -19%, -3.2%, 4.8, 55, 0.8%, 1.3%
Cc1cccn2c(=O)c3cc(C(=O)NCCCOC(C)C)sc3nc12
  6%, nt, 25%, nt, -4%, -5.6%, -0.8, 82, -0.1%, nt
CC1CCCN(CC(O)COc2ccc3c(c2)OCO3)C1 (stereo not drawn)
  0%, 1, 14%, i, -34%, -5.1%, -1.8, 79, -0.3%, 1.1%
CC(C)CC(NC(N)=O)C(=O)NCCc1ccc(Cl)cc1Cl (stereo not drawn)
  -12%, 1, -3%, i, -10%, -1.9%, -0.1, 51, 0.0%, 0.3%
COCCNC(=O)/C(C#N)=C/C=C/c1ccccc1[N+](=O)[O-]
  -6%, 1.1, 13%, i, 76%*, -2.7%, 1.6, 74, -0.4%, 0.1%
O=C(c1c(Cl)cccc1Cl)N1CCN(c2ccccn2)CC1
  16%, 1.1, 17%, i, -2%, -3.5%, -2.2, 56, -0.1%, -1.8%
Cc1onc(-c2ccccc2)c1C(=O)N/N=C/c1cc(Br)c(O)c(Br)c1
  33%, nt, -14%, nt, -11%, -3.2%, 1.3, 53, 0.0%, nt
CCn1nc(C(=O)OCC(=O)Nc2nc(-c3ccc(OC)cc3)cs2)c2ccccc2c1=O
  -28%, 1.1, 1%, ?, -24%, 2.0%, 1.7, 96, 0.2%, -2.4%
CS(=O)(=O)Nc1cccc(S(=O)(=O)N2CCN(C(=O)c3ccccc3)CC2)c1
  -14%, nt, 38%, i, -2%, -0.9%, -0.4, 52, -0.1%, nt
CCc1sc(C(=O)N2CCc3ccccc32)cc1C
  -80%, 1, -10%, i, -45%, -2.8%, 0.4, 45, 0.2%, -0.3%
O=C(NCc1ccc(F)cc1)C1CCN(S(=O)(=O)N2CCCCC2)CC1
  -9%, 1.1, -21%, i, nt, 4.3%, 0.6, 63, 0.2%, 1.4%
O=C(Oc1ccc(N(Cc2cccs2)C2=NS(=O)(=O)c3ccccc32)cc1)c1ccc(Cl)cc1
  7%, 1, 0%, i, -30%, 0.4%, -1.3, 60, -0.3%, 1.2%
Clc1ccc2c(c1)C1OCCC1C(c1ccco1)N2 (stereo not drawn)
  -55%, 1.1, 14%, i, -26%, -4.0%, -0.4, 83, -0.1%, -4.7%
COc1ccc(CCNC(=O)COC(=O)Cc2ccc(OC)cc2)cc1
  5%, 1.1, 13%, i, -9%, -3.9%, 2.2, 54, -0.2%, -1.3%
O=C1CN(CC(=O)N2CCOCC2)c2ccccc2O1
  7%, 1, 13%, i, 16%, -3.5%, -0.6, 62, -0.1%, -1.3%
Cc1cccc(NC(=O)Nc2ccc(OCc3ccccc3)cc2)n1
  1%, nt, -34%, nt, -9%, 3.7%, -0.2, 49, -0.1%, nt
Cn1c(=O)oc2cc(S(=O)(=O)N3CCC(C(=O)N4CCN(c5ccccc5)CC4)CC3)ccc21
  -9%, 1.1, 17%, i, -14%, 2.4%, -0.5, 62, -0.1%, nt
O=C1/C(=C/c2ccccn2)COc2ccccc21
  -19%, 1, -3%, i, -5%, 8.2%, 7.6, 26, -0.1%, -1.9%
COc1ccc(C(=O)OCC(=O)NCc2ccco2)cc1S(=O)(=O)N1CCN(c2cccc(Cl)c2)CC1
  12%, 1, -22%, i, 11%, -0.7%, -0.6, 57, 0.0%, 2.9%
CCOc1ccc(N2CC(C(=O)Nc3ccc(S(=O)(=O)Nc4nccs4)cc3)CC2=O)cc1 (stereo not drawn)
  -9%, nt, 7%, nt, -5%, -1.5%, 2.6, 50, -0.2%, nt
N#Cc1c(-c2ccncc2)cc(-c2ccc(F)cc2)nc1N
  15%, nt, -45%, nt, -5%, 1.7%, 0.5, 99, -0.1%, nt

Given as labelled records: part of the list above.
SMILES: COc1ccc(CCNC(=O)COC(=O)Cc2ccc(OC)cc2)cc1
  HEK293 NOD2/NF-kB: 5%	TNAP activation fold: 1.1	KOR beta-arrestin-1: 13%	Yfh1-off respiration: i	NOD1 NF-kB reporter: -9%	KOR beta-arrestin-2: -3.9%	NTR1 ag: 2.2	NTR1 ag cell count 20 µM: 54	GPR55 activation: -0.2%	ER stress rescue: -1.3%
SMILES: O=C1/C(=C/c2ccccn2)COc2ccccc21
  HEK293 NOD2/NF-kB: -19%	TNAP activation fold: 1	KOR beta-arrestin-1: -3%	Yfh1-off respiration: i	NOD1 NF-kB reporter: -5%	KOR beta-arrestin-2: 8.2%	NTR1 ag: 7.6	NTR1 ag cell count 20 µM: 26	GPR55 activation: -0.1%	ER stress rescue: -1.9%
